# Screens deposited in PubChem by The Scripps Research Institute Molecular Screening Center.
# ASAP1 inh: inhibitors of human ASAP1 ArfGAP activity; ASAP1-stimulated ARF1 GTP hydrolysis, GDP FP detection; inhibition, % at 16.5 µM; 360,000 compounds, 0.19% hits; AID 624377; in the data active = inhibition above about 25%;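 note: 0% = vehicle with enzyme and substrate and 100% = no enzyme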
# Target sequence (Q9ULH1 325-724 limits assumed): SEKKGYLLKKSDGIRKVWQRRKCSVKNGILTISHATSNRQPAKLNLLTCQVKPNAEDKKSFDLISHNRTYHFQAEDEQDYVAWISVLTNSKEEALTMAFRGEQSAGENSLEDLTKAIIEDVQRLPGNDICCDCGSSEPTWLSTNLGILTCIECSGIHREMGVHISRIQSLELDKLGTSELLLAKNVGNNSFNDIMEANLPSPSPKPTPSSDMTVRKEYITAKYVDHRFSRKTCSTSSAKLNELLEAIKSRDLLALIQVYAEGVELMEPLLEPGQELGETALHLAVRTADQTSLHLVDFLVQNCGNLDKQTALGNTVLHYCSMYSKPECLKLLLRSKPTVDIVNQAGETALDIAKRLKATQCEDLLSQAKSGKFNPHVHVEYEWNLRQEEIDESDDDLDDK
# DDE Tn7 FP inh: DD(E)-Tn7 binding inhibition, primary FP screen; FP displacement of FITC-Tn7 peptide from fibrin DD(E); 0% = median of compound wells per plate; inhibition, % at 8.3 µM; 370,000 compounds, 0.13% hits;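 active = inhibition above the mean of compounds falling within the control limits plus 3 SD of them, cut at about 14% in these data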;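 note: 0% = plate median of compound wells and 100% = 10 µM Aha-Tn7 peptide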
#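 Assay system: Human fibrin DD(E) protein | Medium: Tris buffer with calcium and detergent, pH 7.8 | Reagent: 0.1 µM fluorescent Tn7 | Compound dosing: Single point at 8.3 µM | Times: 10 min preincubation, 3 h with tracer, room temperature | Detection: Fluorescence polarization of the labelled Tn7 tracer | Controls: Aha-Tn7 high control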
# proKLK7 act: proKLK7 (human) activation, primary screen; 370,000 compounds, 0.9% hits; purified proKLK7, EDANS-DABCYL substrate fluorescence; 100% is mature enzyme control, 0% vehicle; P49862; AID 652039; activation, % at 7 µM;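 active = activation above the mean of all tested compounds plus 3 SD, computed per campaign excluding outliers beyond control limits, cut at about 13% in these data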
# Target sequence (P49862 whole entry, looked up): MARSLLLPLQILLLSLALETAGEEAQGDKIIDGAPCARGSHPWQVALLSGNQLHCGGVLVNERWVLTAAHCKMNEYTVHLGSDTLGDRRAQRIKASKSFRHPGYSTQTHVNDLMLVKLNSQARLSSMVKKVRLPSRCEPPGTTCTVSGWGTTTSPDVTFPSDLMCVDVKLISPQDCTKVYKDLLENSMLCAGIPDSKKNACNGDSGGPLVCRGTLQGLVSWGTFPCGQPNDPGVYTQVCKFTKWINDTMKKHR
# LEDGF integ inh: blocks HIV-1 LEDGF/p75-dependent DNA integration; TR-FRET IN-LEDGF/p75 DNA integration, Eu/Cy5; inhibition, % at 3.7 µM; 370,000 compounds, 0.64% hits; AID 743269;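 active = inhibition above the screen-wide mean plus 3 SD, cut at about 13% in these data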;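 note: signal is the Cy5 over europium emission ratio at 671 and 618 nm; 0% = plate median of compound wells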
# ADAM10 inh: ADAM10 inhibition, QFRET primary screen; O14672; inhibition, % at 7 µM; 370,000 compounds, 0.62% hits; AID 720582; recombinant ADAM10, EDANS/DABCYL FRET peptide cleavage, 3 h;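 active = inhibition above a per-campaign cutoff equal to the mean of compounds falling between control-based bounds plus 3 SD, cut at about 20% in these data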;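 note: 0% = DMSO wells while the 100% control is not disclosed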
# TDP2 inh: TDP2 (human) inhibition, absorbance primary screen; O95551; 370,000 compounds, 0.34% hits; inhibition, % at 12.8 µM; AID 720702; recombinant TDP2, T5PNP hydrolysis, p-nitrophenol absorbance 415 nm;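 active = inhibition above the mean of all tested compounds plus 3 SD, set per campaign, cut at about 25% in these data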;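 note: 0% = DMSO with enzyme and 100% = buffer with substrate but no TDP2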
#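 Material: recombinant human TDP2; quantity: TDP2 enzyme at 120 nM final; medium: Tris-HCl pH 7.5 with MgCl2; compound: single concentration, 12.8 µM nominal, with 1% DMSO; incubation: 2 h enzyme incubation at 37 °C; signal: epi absorbance; measure: percent inhibition; benchmarks: high control without enzyme, low control DMSO plus TDP2; repeats: singlicate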
# DDE Tn6 FP inh: DD(E)-Tn6 binding inhibition, primary FP screen; Fibrin DD(E) TRITC-Tn6 fluorescence polarization displacement; inhibition, % at 8.3 µM; 370,000 compounds, 0.21% hits;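 active = inhibition above a per-campaign cutoff: mean of compounds within control limits plus 3 SD, cut at about 15% in these data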;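 note: 0% = median of all compound wells on the plate and 100% = blocking peptide control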
# PLC-gamma1 inh: PLC-gamma1 (human) inhibition, primary screen; 370,000 compounds, 0.84% hits; purified PLC-gamma1, fluorogenic substrate, fluorescence; inhibition, % at 12.2 µM; P19174; in the data active = inhibition above about 9.5%
# ADAM17 inh: ADAM17 inhibition, QFRET primary screen | P78536 | recombinant ADAM17, EDANS/DABCYL FRET peptide cleavage | inhibition, % at 6.95 µM | 370,000 compounds, 0.83% hits;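 active = inhibition above the mean of compounds lying between control limits plus 3 SD, set per campaign, cut at about 8.5% in these data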;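 note: 0% = DMSO-only wells as the low control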
# ARFGAP1 inhibitor: rat ARFGAP1 inhibition. Arfgap1-stimulated ARF1 GTP hydrolysis, GDP FP detection. inhibition, % at 16.5 µM. Q62848. 360,000 compounds, 0.26% hits;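 active = inhibition above a per-plate limit, mean inhibition of low control wells plus 3 SD, cut at about 25% in these data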;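 note: 0% = DMSO wells with enzyme and 100% = wells lacking Arfgap1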
# Target sequence (Q62848 1-136 limits assumed): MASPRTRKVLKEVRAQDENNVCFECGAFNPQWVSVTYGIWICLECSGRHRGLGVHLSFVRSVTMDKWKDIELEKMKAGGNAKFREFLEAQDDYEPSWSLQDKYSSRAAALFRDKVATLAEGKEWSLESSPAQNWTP
#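 Material – truncated rat Arfgap1 GAP domain · Buffer or medium – HEPES-based buffer, pH 7.5 · Reagent – human ARF1(Δ1-17)-GTP substrate · Dosing – 16.5 µM single point, 1.26% DMSO · Schedule – GTP hydrolysis reaction 2 h at 25 °C · Technique – GDP detection by fluorescence polarization · Benchmarks – No-Arfgap1 wells (100%) versus DMSO full-reaction wells (0%) · Repeats – single replicate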
# * marks the source's active call; other numbers are inactive results; . = no result given.
LEDGF integ inh	DDE Tn6 FP inh	ARFGAP1 inhibitor	TDP2 inh	ASAP1 inh	proKLK7 act	ADAM17 inh	DDE Tn7 FP inh	ADAM10 inh	PLC-gamma1 inh	molecule
0	-3	-19	12	2	-0.4	-4	6	-4	2	Cc1ccc(NC(=O)CSc2nnc(Cc3csc(C)n3)o2)cc1
-2	-11	5	7	2	0.0	-2	-11	-3	0	COC(=O)c1ccc(NC(=O)Cn2nc(C)cc2C)cc1
1	-2	-3	0	3	-0.3	-1	-6	-1	3	CC(C)(C)NC(=O)c1cnn(-c2ccccc2)c1NC(=O)c1ccccc1
1	2	1	1	6	-0.1	-3	1	-2	1	CCN1CCN(C(c2ccccc2)c2nnnn2C(C)(C)C)CC1 (configuration not stated)
1	0	-10	6	6	-0.4	-1	-4	2	-3	O=C(NC1CCN(Cc2ccccc2)CC1)c1cc(-c2ccccn2)nc2ccccc12
4	-5	5	-5	9	0.6	3	-5	6	-16	CCC(=O)N1CCN(c2ccc(NC(=O)c3cc4ccccc4o3)cc2Cl)CC1
0	0	1	0	6	0.6	-8	-3	-22	-6	Cc1ccnc(N2CCCC(C(=O)NC3CC3)C2)n1 (configuration not stated)
4	-6	-2	14	-6	0.4	-2	-6	-2	-1	CC(C)(C)C(=O)c1c(N)[nH]c(C(=O)c2ccccc2)c1-c1ccc(Cl)cc1Cl
0	9	26*	0	35*	0.5	0	-10	-3	4	CC(=O)c1cccc(NC(=O)c2cccc3c(-c4cccnc4)coc23)c1
1	6	-4	11	0	0.9	-1	-2	3	2	O=C(Cc1cccc(NC(=O)C2CCN(C(=O)c3ccccc3)CC2)c1)Nc1cccc(C(=O)N2CCCC2)c1

# Overlap with the part before: three entries, then new ones.
LEDGF integ inh	DDE Tn6 FP inh	ARFGAP1 inhibitor	TDP2 inh	ASAP1 inh	proKLK7 act	ADAM17 inh	DDE Tn7 FP inh	ADAM10 inh	PLC-gamma1 inh	molecule
4	-6	-2	14	-6	0.4	-2	-6	-2	-1	CC(C)(C)C(=O)c1c(N)[nH]c(C(=O)c2ccccc2)c1-c1ccc(Cl)cc1Cl
0	9	26*	0	35*	0.5	0	-10	-3	4	CC(=O)c1cccc(NC(=O)c2cccc3c(-c4cccnc4)coc23)c1
1	6	-4	11	0	0.9	-1	-2	3	2	O=C(Cc1cccc(NC(=O)C2CCN(C(=O)c3ccccc3)CC2)c1)Nc1cccc(C(=O)N2CCCC2)c1
2	-4	-2	3	4	-0.2	-5	-1	-10	-4	Cc1cc(NC(=O)c2cccc(S(=O)(=O)N3CCOCC3)c2)c2ccccc2n1
-3	-8	2	0	6	-1.0	-7	0	-18	5	O=C(O)C(c1ccccc1)C1CCCCC1O (configuration not stated)
-5	3	3	1	-7	-0.1	-1	0	-15	0	CC(C)(C)NC(=O)C1c2ccccc2OCC(=O)N1Cc1ccccc1 (configuration not stated)
2	-2	-4	0	-10	-0.6	-3	5	-5	-1	NS(=O)(=O)c1ccc(CCNC(=O)CCCC2=NS(=O)(=O)c3ccccc3N2)cc1
0	0	-4	1	-7	-0.4	-4	1	4	-2	COC(=O)c1onc(-c2c(C)cc(C)cc2C)c1C(=O)OC
-4	2	4	7	-1	0.9	0	-3	-16	0	COc1cccc(S(=O)(=O)N(C)C[C@@H]2Oc3cc(C#CCN(C)C)ccc3S(=O)(=O)N([C@H](C)CO)C[C@@H]2C)c1
0	0	.	-9	.	0.1	4	-3	10	3	CCNC(=S)NNC(=O)CSc1nc2ccccc2c(=O)n1-c1ccc(Cl)cc1
-3	4	1	-12	9	0.1	-3	1	-16	-6	Cc1cc(C)c(OCC(=O)Nc2ccccc2N2CCCCC2)c(C)c1
-2	-12	9	0	-1	0.1	-4	-12	-4	-10	COc1ccc(Cc2nnc(NS(=O)(=O)c3ccccc3)s2)cc1
5	8	-1	-6	0	0.5	-4	-1	4	5	CN(C)C(CNC(=O)C1CCN(S(=O)(=O)c2cccc(Cl)c2Cl)CC1)c1ccccc1 (configuration not stated)
3	-2	10	-8	2	0.8	9.7*	-2	11	5	COc1ccc(Nc2nc(N)nc(CSC(=S)N3CCCCC3C)n2)cc1 (configuration not stated)
-3	4	2	10	8	0.3	-2	-10	0	-1	O=S(=O)(NCCCc1ccccc1)c1ccccc1
0	-4	4	8	-15	0.2	-2	-2	-6	1	CCCCc1c(-c2ccccc2OC)ncn1Cc1ccc(Br)cc1
-1	0	3	1	14	-47	-16	2	-77	-46	CC(=O)NC(c1ccco1)c1cc(Cl)c2ccccc2c1O (configuration not stated)
-2	1	0	3	4	1.0	1	3	-12	2	COc1ccc(NC(=O)CC2SC(N3CCCCC3)=NC2=O)cc1OC (configuration not stated)
2	0	-3	1	2	-4.0	-6	-5	-25	-1	CC(C)Cc1nc(C(N)=O)c2[nH]c(=O)n(-c3ccc(F)cc3)c2n1
1	4	-2	12	4	0.2	-7	3	-4	4	Cc1cc(C(=O)NCCCOC(C)C)c2ccccc2n1
-3	4	-1	-4	5	-0.3	-3	1	-4	-1	CC1(C)CC(=O)C2=C(C1)OC(N)=C(C#N)C21C(=O)N2CCCc3cccc1c32 (configuration not stated)
-1	1	7	-7	16	-0.8	2	-7	-11	1	Cc1occc1C(=O)NNC(=O)C1CCCCC1
3	3	1	6	4	-0.2	-6	-5	-10	-3	Cn1cccc1C(=O)OCC(=O)Nc1sccc1C#N
-1	9	4	-6	9	0.1	-1	4	14	0	O=C(Nc1c(-c2ccc(F)cc2)nc2ccccn12)c1ccc(F)cc1
-3	4	3	-8	-3	0.3	1	2	-2	-9	COC(=O)c1ccccc1NC(=O)N1c2ccccc2CC1C (configuration not stated)
-1	-2	14	2	4	-0.5	-4	-1	-9	0	CCOc1ccc(N2CC(C(=O)NC3CCCCCC3)CC2=O)cc1 (configuration not stated)
1	7	1	7	0	0.3	-1	1	0	-1	C[C@H](NC(=O)c1ccccc1F)C(=O)N1CCC2(CC1)NCCc1[nH]cnc12
-1	3	-4	-7	-13	0.3	4	-2	12	1	O=C(CSc1nnc(-c2ccncc2)n1CC1CCCO1)Nc1cccc(O)c1 (configuration not stated)
-1	3	-2	-20	-7	0.9	0	-6	4	2	Cc1cc(NC(=O)CN2C(=O)NC3(CCCCC3)C2=O)no1
3	2	7	4	-3	-0.3	-1	-4	9	-1	N#Cc1ncc(C(F)(F)F)cc1Oc1cccnc1
1	1	.	-9	.	0.1	6	-2	5	1	COc1ccccc1C(=O)N(Cc1ccccn1)CC1CCCO1 (configuration not stated)
3	-6	-5	5	7	-0.1	-1	2	8	-2	COc1ccc([C@@H]2CC=C(C(=O)O)[C@H](c3ccc(Cl)cc3)N2S(=O)(=O)c2ccc(Cl)cc2)cc1
2	4	2	-1	2	0.4	2	-9	-5	-1	O=C(NCCc1csc(-c2cccnc2)n1)c1cccs1
3	3	1	1	-10	-0.8	-27	-1	-46	-68	O=c1oc2cccnc2n1CCS(=O)(=O)c1ccc(F)cc1
-1	3	9	-4	15	0.2	-3	-1	-5	2	CCN1CCN(c2nc(Nc3ccc(NC(C)=O)cc3)nc(Nc3ccc(NC(C)=O)cc3)n2)CC1
5	-2	5	-6	-4	0.1	-1	-1	5	4	O=C(CSc1nnnn1CCCO)Nc1ccc2c(c1)OCO2
0	-8	-4	-14	1	0.0	-1	5	-8	-2	CCc1nn(CCCC(=O)NCc2ccc(OC(C)C)cc2)c(=O)c2cc3occc3n12
3	-1	-3	5	16	-0.1	-4	-2	-2	0	CCc1ccc(NC(=O)CC2C(=O)N(c3ccc(C)cc3)C(=O)N2CCc2ccncc2)cc1 (configuration not stated)
-6	3	0	-3	-1	0.0	-6	0	-3	0	O=C(CCNS(=O)(=O)c1cccc2nsnc12)NC1CCN(Cc2ccccc2)CC1
2	3	0	-4	-2	-0.5	-2	1	-6	4	Cc1nc(-c2ccc(S(=O)(=O)Nc3cccc(S(N)(=O)=O)c3)s2)cs1
-2	6	11	-4	9	0.2	1	-2	5	-2	CCc1cccc(NC(=O)CCCn2c(=O)[nH]c3ccsc3c2=O)c1
0	4	7	-12	-16	0.7	4	2	5	-1	O=C(CNCc1ccc(F)cc1)Nc1ccccc1-c1ccccc1
5	-4	9	-2	-9	-0.4	0	-7	5	3	CSc1nc(N)c(C(=O)Nc2ccc([N+](=O)[O-])cc2)s1
7	5	8	-12	-15	90*	-6	-4	-24	-80	NC(=O)c1c(NC(=O)c2ccccc2)sc2c1CCC2
0	1	-1	10	-1	-0.4	-2	-1	-1	-1	O=C(NCc1ccc(F)cc1)c1ccc(Br)o1
2	-3	-3	2	1	0.5	0	-6	3	5	CCCC(=O)N1CCC1(C)C(=O)NS(=O)(=O)c1ccccc1Cl (configuration not stated)
3	1	22	3	-4	0.1	0	-3	0	6	Cc1c(C(=O)N2CCN(C)CC2)oc2ccc(S(=O)(=O)N3CCOCC3)cc12
0	-2	8	-6	5	0.2	1	-5	-1	2	Cc1ccc(OCCn2cnc3sc(C(N)=O)c(C)c3c2=O)cc1
-2	-7	4	10	-9	0.2	0	6	-4	-1	CC1=Nc2cc(C(=O)NCCCN3CCOCC3)ccc2Sc2c(C)ccc(C)c21
4	-6	8	-12	4	-0.5	1	-2	-9	-2	Clc1ccc(C2CC(c3ccco3)n3ncnc3N2)cc1Cl (configuration not stated)
-1	3	-9	-2	-6	0.1	-10	4	-36	-7	CCN(Cc1ccccc1)C(=O)CCS(=O)(=O)c1ccc2c(c1)n(C)c(=O)c(=O)n2C
0	4	8	4	2	-0.3	-5	0	-4	0	COC(=O)C[C@@H]1CC[C@@H](NC(=O)NC2CCCC2)[C@@H](CO)O1
4	-13	5	7	11	0.1	1	-3	0	-4	CSc1ccc(S(=O)(=O)NCC(=O)OCC(=O)N(C)CC(=O)Nc2ccccc2Cl)cc1[N+](=O)[O-]
0	5	-9	-5	-4	0.0	-3	8	-10	1	Nc1nc2c(ncn2[C@@H]2O[C@H](C(=O)N[C@H](Cc3ccccc3)C(=O)O)[C@@H](O)[C@H]2O)c(=O)[nH]1
0	-1	-6	5	-4	0.5	0	2	10	5	COc1ccc(OCC(=O)N2CCN(C(=O)c3ccccc3)CC2)cc1
